Compound activity (PubChem BioAssay)
ARFGAP1 inh = inhibitors of rat ARFGAP1. Arfgap1-stimulated ARF1 GTP hydrolysis, GDP FP detection. AID 651572. inhibition, % at 16.5 µM. actives 0.26% (n = 360,000);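 active = inhibition above a per-plate limit, mean inhibition of low control wells plus 3 SD, cut at about 25% in these data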;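 also: 0% = DMSO wells with enzyme and 100% = wells lacking Arfgap1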
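Assay system: purified rat His6-Arfgap1 residues 1-136 (GAP domain); Reagent: human Δ17 ARF1 bound to GTP; Dosing: 16.5 µM single point, 1.26% DMSO; Times: GTP hydrolysis reaction 2 h at 25 °C; Signal: FP, GDP Alexa 633 tracer displaced from anti-GDP antibody, 620/688 nm; Measure: % inhibition from polarization.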
ASAP1 GAP inh = blocks human ASAP1-stimulated Arf1 GTP hydrolysis; GDP FP detection; inhibition, % at 16.5 µM; actives 0.19% (n = 360,000); Q9ULH1; in the data active = inhibition above about 25%;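 also: 0% = vehicle with enzyme and substrate and 100% = no enzyme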
NR1D1 modulator = modulates human Rev-erb alpha binding to DNA; Rev-erbα–FITC-DNA binding, fluorescence polarization, 90 min; activity, % at 10 µM; actives 0.79% (n = 370,000);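 active = activity above about 14%, limit read from the data; passing the limit was not always enough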;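 also: 0% = DMSO wells with 35 nM protein and 100% = DMSO wells with 750 nM protein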
PLC-gamma1 inh = blocks human PLC-gamma1 enzyme activity; P19174; purified PLC-gamma1, fluorogenic substrate, fluorescence; inhibition, % at 12.2 µM; actives 0.84% (n = 370,000); in the data active = inhibition above about 9.5%
Target sequence (P19174 whole entry, looked up): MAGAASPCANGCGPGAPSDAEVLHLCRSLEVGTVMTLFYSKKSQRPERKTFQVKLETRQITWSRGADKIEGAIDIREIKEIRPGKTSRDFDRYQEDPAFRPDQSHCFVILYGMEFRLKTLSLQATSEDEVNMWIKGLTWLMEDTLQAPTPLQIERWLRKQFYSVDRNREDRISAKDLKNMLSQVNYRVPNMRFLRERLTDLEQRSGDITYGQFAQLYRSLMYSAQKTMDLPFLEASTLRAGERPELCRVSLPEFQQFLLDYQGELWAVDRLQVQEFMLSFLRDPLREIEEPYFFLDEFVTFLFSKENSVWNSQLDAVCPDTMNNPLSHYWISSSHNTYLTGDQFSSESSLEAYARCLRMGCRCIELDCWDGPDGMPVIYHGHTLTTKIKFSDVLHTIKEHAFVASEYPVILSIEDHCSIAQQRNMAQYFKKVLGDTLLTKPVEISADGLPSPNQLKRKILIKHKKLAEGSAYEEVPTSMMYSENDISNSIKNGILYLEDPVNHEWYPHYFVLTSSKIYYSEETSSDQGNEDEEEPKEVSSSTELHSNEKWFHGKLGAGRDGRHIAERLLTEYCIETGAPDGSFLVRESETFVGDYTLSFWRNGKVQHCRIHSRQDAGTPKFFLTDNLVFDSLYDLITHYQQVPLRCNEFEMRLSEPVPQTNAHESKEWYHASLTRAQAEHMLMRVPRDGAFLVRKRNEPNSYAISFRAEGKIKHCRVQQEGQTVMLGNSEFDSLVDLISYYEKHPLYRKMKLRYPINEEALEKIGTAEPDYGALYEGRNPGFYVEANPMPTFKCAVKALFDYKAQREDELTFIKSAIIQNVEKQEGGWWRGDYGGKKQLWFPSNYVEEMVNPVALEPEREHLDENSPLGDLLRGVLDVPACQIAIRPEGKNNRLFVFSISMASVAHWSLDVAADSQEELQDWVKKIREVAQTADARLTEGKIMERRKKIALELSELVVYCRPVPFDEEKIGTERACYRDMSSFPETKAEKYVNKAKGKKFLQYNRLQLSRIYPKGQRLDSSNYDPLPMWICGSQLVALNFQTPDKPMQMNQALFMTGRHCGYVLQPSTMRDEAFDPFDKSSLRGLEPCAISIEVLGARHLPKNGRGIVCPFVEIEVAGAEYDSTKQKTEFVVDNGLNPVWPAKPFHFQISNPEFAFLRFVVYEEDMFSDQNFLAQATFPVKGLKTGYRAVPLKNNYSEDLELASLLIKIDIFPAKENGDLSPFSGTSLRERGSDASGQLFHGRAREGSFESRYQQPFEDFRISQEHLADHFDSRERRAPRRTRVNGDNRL
Tn7 DDE FP = DD(E)-Tn7 binding inhibition, primary FP screen | actives 0.13% (n = 370,000) | FP displacement of FITC-Tn7 peptide from fibrin DD(E); 0% = median of compound wells per plate | P02675 | inhibition, % at 8.3 µM | AID 720508;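 active = inhibition above the mean of compounds falling within the control limits plus 3 SD of them, cut at about 14% in these data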;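 also: 0% = plate median of compound wells and 100% = 10 µM Aha-Tn7 peptide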
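Test system: human clot-derived fibrin DD(E) complex / Quantity: 2 µM final DD(E) protein / Incubation: 10 min plus 3 h, room temperature / Measured by: fluorescence polarization / Benchmarks: high control of 10 µM Aha-Tn7 peptide / Replicates: singlicate testing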
proKLK7 act = proKLK7 (human) activation, primary screen. P49862. purified proKLK7, EDANS-DABCYL substrate fluorescence; 100% is mature enzyme control, 0% vehicle. activation, % at 7 µM. actives 0.9% (n = 370,000). AID 652039;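 active = activation above the mean of all tested compounds plus 3 SD, computed per campaign excluding outliers beyond control limits, cut at about 13% in these data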
DDE Tn6 FP inh = disrupts Tn6 cyclic peptide binding to fibrin D-Dimer-E complex; Fibrin DD(E) TRITC-Tn6 fluorescence polarization displacement; AID 720509; inhibition, % at 8.3 µM; actives 0.21% (n = 370,000);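 active = inhibition above a per-campaign cutoff: mean of compounds within control limits plus 3 SD, cut at about 15% in these data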;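 also: 0% = median of all compound wells on the plate and 100% = blocking peptide control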
UHRF1 binding = UHRF1 methyl-DNA binding inhibition. Q96T88. UHRF1 binding to methylated oligo, TR-FRET. inhibition, % at 4.4 µM. actives 0.75% (n = 370,000). AID 687016; in the data active = inhibition above about 21%;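 also: UHRF1 SRA domain binding a hemimethylated CpG hairpin DNA probe; 0% = median of test compound wells and 100% = reference inhibitor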
PLC-beta3 inh = inhibitors of human phospholipase C beta3. AID 720704. Q01970. Purified PLC-beta3, fluorogenic substrate, fluorescence. inhibition, % at 12.2 µM. actives 0.18% (n = 370,000); in the data active = inhibition above about 11%;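 also: 0% = median of compound wells on plate and 100% = full blocker control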
sPLA2-III inh = Inhibits HGIII-sPLA2 liposome hydrolysis, primary screen. QFRET BODIPY PC-A2 liposome hydrolysis, fluorescence. inhibition, % at 12.2 µM. actives 0.56% (n = 370,000). Q9NZ20;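 active = inhibition above mean plus 3 SD of compounds lying within the high and low control bounds, cut at about 19% in these data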;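 also: 0% = median of test compound wells and 100% = no enzyme DMSO wells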
The depositor's hits bear a star; i = inactive; / = not tested or not shown.

SMILES	ARFGAP1 inh	ASAP1 GAP inh	NR1D1 modulator	PLC-gamma1 inh	Tn7 DDE FP	proKLK7 act	DDE Tn6 FP inh	UHRF1 binding	PLC-beta3 inh	sPLA2-III inh
COCCN(Cc1nnc(-c2cccs2)o1)C(=O)c1cccc(S(=O)(=O)N2CCOCC2)c1	-1	-5	3	1	4	0.5	-6	-1	-5	1
COCCNC(=O)c1ccc(C(=O)NCCOC)s1	-5	-2	1	3	4	0.2	1	-2	3	-2
O=C(C[C@H]1C/C=C\C[C@@H](Cc2ccc(F)cc2)C(=O)OC[C@H]2CCCN2C1=O)N[C@@H](CO)Cc1ccccc1	-2	-7	1	1	-2	0.1	-2	1	5	-16
CC(Sc1nnc(N)s1)C(=O)Nc1ccc(N2CCOCC2)cc1 (stereo not drawn)	-3	-15	0	0	0	0.3	1	1	1	-2
CCC(N=c1cc(-c2ccc(OC)c(OC)c2)oc2ccc(C)cc12)C(=O)O (stereo not drawn)	-4	9	-3	i	-3	19*	1	-1	i	11
CCOc1ccc(C(=O)NCC2OCCc3ccccc32)cc1 (stereo not drawn)	-2	-6	4	0	-2	0.2	1	3	1	-1
O=C(COC(=O)CCc1c[nH]c2ccccc12)Nc1ccccc1C(F)(F)F	-1	-6	2	8	-10	0.3	-6	1	-9	-94
COc1c2c(cc3oc(=O)c4c5ccc(O)cc5oc4c13)OC(C)(C)CC2	4	4	7	-154	0	-0.1	-1	2	-198	-1
Nn1c(SCC(=O)NCC2CCCO2)nnc1-c1cc(Cl)ccc1Cl (stereo not drawn)	-1	-10	-2	4	-3	0.3	5	-2	-4	0
CCOC(=O)c1csc(NC(=O)c2ccc(C#N)cc2)n1	-5	-5	2	1	5	0.1	3	-5	-5	-3
COc1ccc(C(CNc2ccc(S(=O)(=O)N3CCCC3)cc2[N+](=O)[O-])N2CCCC2)cc1 (stereo not drawn)	3	-7	-9	2	-2	-0.3	7	-3	0	-9
O=C(NCc1n[nH]c(=S)n1-c1ccc(F)cc1)c1ccc(S(=O)(=O)N2CCCC2)cc1	7	6	-4	1	-4	-0.7	5	-1	-2	8
Cc1ccc(NC(=O)CC2SCCNC2=O)cc1[N+](=O)[O-] (stereo not drawn)	-2	-6	4	4	-1	-0.4	1	-3	-1	-4
CCOC(=O)c1c(S(=O)(=O)N2CCCC(C(=O)Nc3cccc(C)n3)C2)c(C)n(C)c1C (stereo not drawn)	11	-6	-5	3	-2	-0.8	5	-1	-3	4
CC(C)c1ccc(C2NC(=O)c3ccccc3O2)cc1 (stereo not drawn)	-3	4	-2	-3	5	-0.8	1	-1	-9	0
COc1ccc(CN(C(=O)CN2C(=O)COc3ccccc32)C2CCCC2)c(OC)c1	1	1	2	5	1	0.6	7	0	-3	5
CSc1nnc(-c2ccc(O)cc2)n1C	4	-10	1	1	4	0.2	1	-3	0	6
COc1cccc(-c2nc(C#N)c(N3CCN(C(=O)c4ccco4)CC3)o2)c1	-3	-4	3	-4	3	-0.4	-3	0	-12	7
CCOC(=O)c1c(CN2CCOCC2)oc2ccc(OC)cc12	-6	0	-2	-1	-3	-0.8	4	2	-5	0
N/C(=N\OC(=O)c1ccc(Br)o1)c1cccnc1	3	-3	-9	1	-3	0.1	4	-1	-4	-4
Cc1ccccc1OCCNC(=O)/C=C/c1ccc([N+](=O)[O-])cc1	-3	1	4	3	-1	-0.2	7	-2	1	-8
Fc1ccc(NC(=S)N2N=CCC2c2ccccc2)cc1 (stereo not drawn)	1	2	-5	-1	0	0.4	0	4	2	-3
O=C1Cc2cccc3cccc1c23	13	14	6	-39	1	-20	8	0	-45	-6
COc1cccc(CC(Cc2nc3ccccc3[nH]2)c2nc3ccccc3[nH]2)c1 (stereo not drawn)	2	0	1	-20	-8	-0.4	0	0	-24	-11
O=C(O)Cc1c(C(=O)O)nnn1-c1cccc(C(F)(F)F)c1	1	-9	-2	-1	4	-0.2	-2	2	0	11
CCCNC(=O)CS(=O)Cc1nc(-c2ccccc2C)oc1C (stereo not drawn)	-2	3	-10	0	-3	0.0	0	1	0	-3
O=C(CSc1nnc(-c2cccs2)o1)c1cccc([N+](=O)[O-])c1	/	/	-4	-12	-4	0.5	-6	0	-13	-42
CC(C)NC(=O)COC(=O)c1ccc(S(=O)(=O)N2CCCC2)cc1	2	7	5	1	-1	0.0	-1	1	2	4
CCOC(=O)c1ccc(NC(=O)Nc2cccc(C)n2)cc1	-5	-2	-6	-2	3	0.6	-4	-3	2	1
CCC/C(=N\NC(=O)C1CC1)c1ccccc1	0	-11	-3	4	1	0.1	0	2	-1	1
CCN(CC(=O)Nc1c(F)cccc1F)C(=O)c1ccc(N2CCCCC2)c([N+](=O)[O-])c1	0	-5	-3	-2	7	0.5	4	-3	-7	2
COc1ccc(N2C(=O)CSC23C(=O)Nc2ccccc23)cc1OC (stereo not drawn)	-10	-9	1	-49	0	-0.1	-5	0	-56	-4
O=C(NCC[C@@H]1C[C@@H]2C=C[C@H]1C2)c1cc(COc2ccc(F)cc2F)on1	2	-3	3	-5	8	0.1	0	-2	-9	-4
Cn1cccc1C(=O)NCc1ccccn1	1	-6	-5	2	0	0.7	-2	3	-6	10
CC1CCCN(CCOc2ccc3ccccc3c2Br)C1 (stereo not drawn)	9	-3	2	4	-1	-0.3	0	-3	-3	-10
CCOC(=O)C(C)Oc1ccc2c(CC)cc(=O)oc2c1C (stereo not drawn)	4	-13	4	-7	0	2.0	4	5	-6	-8
Clc1ccc(Cn2cc(Br)cn2)cc1Cl	-9	6	1	1	3	0.3	3	-1	0	-1
O=C(Nc1nccs1)c1cccnc1	-9	3	3	1	1	-0.5	-2	-1	1	3
CCn1c(SCC(=O)NC2CC2)nnc1-c1ccc(OC)cc1	-1	-8	0	0	-9	0.1	1	2	-5	3
COc1cc(NC(=S)NCCCN2CCOCC2)c(OC)cc1NC(=O)c1ccco1	-1	-1	-2	-2	2	-0.4	0	1	-8	2

13 entries already listed, ordered by SMILES length, ascending.
SMILES	ARFGAP1 inh	ASAP1 GAP inh	NR1D1 modulator	PLC-gamma1 inh	Tn7 DDE FP	proKLK7 act	DDE Tn6 FP inh	UHRF1 binding	PLC-beta3 inh	sPLA2-III inh
O=C(Nc1nccs1)c1cccnc1	-9	3	3	1	1	-0.5	-2	-1	1	3
Cn1cccc1C(=O)NCc1ccccn1	1	-6	-5	2	0	0.7	-2	3	-6	10
Clc1ccc(Cn2cc(Br)cn2)cc1Cl	-9	6	1	1	3	0.3	3	-1	0	-1
CCC/C(=N\NC(=O)C1CC1)c1ccccc1	0	-11	-3	4	1	0.1	0	2	-1	1
CC1CCCN(CCOc2ccc3ccccc3c2Br)C1 (stereo not drawn)	9	-3	2	4	-1	-0.3	0	-3	-3	-10
CCCNC(=O)CS(=O)Cc1nc(-c2ccccc2C)oc1C (stereo not drawn)	-2	3	-10	0	-3	0.0	0	1	0	-3
CCn1c(SCC(=O)NC2CC2)nnc1-c1ccc(OC)cc1	-1	-8	0	0	-9	0.1	1	2	-5	3
O=C(O)Cc1c(C(=O)O)nnn1-c1cccc(C(F)(F)F)c1	1	-9	-2	-1	4	-0.2	-2	2	0	11
CC(C)NC(=O)COC(=O)c1ccc(S(=O)(=O)N2CCCC2)cc1	2	7	5	1	-1	0.0	-1	1	2	4
O=C(CSc1nnc(-c2cccs2)o1)c1cccc([N+](=O)[O-])c1	/	/	-4	-12	-4	0.5	-6	0	-13	-42
COc1cc(NC(=S)NCCCN2CCOCC2)c(OC)cc1NC(=O)c1ccco1	-1	-1	-2	-2	2	-0.4	0	1	-8	2
O=C(NCC[C@@H]1C[C@@H]2C=C[C@H]1C2)c1cc(COc2ccc(F)cc2F)on1	2	-3	3	-5	8	0.1	0	-2	-9	-4
CCN(CC(=O)Nc1c(F)cccc1F)C(=O)c1ccc(N2CCCCC2)c([N+](=O)[O-])c1	0	-5	-3	-2	7	0.5	4	-3	-7	2

An excerpt of these results, with bars between the fields.
SMILES | ARFGAP1 inh | ASAP1 GAP inh | NR1D1 modulator | PLC-gamma1 inh | Tn7 DDE FP | proKLK7 act | DDE Tn6 FP inh | UHRF1 binding | PLC-beta3 inh | sPLA2-III inh
O=C(COC(=O)CCc1c[nH]c2ccccc12)Nc1ccccc1C(F)(F)F | -1 | -6 | 2 | 8 | -10 | 0.3 | -6 | 1 | -9 | -94
COCCNC(=O)c1ccc(C(=O)NCCOC)s1 | -5 | -2 | 1 | 3 | 4 | 0.2 | 1 | -2 | 3 | -2

Carrying on.
SMILES	ARFGAP1 inh	ASAP1 GAP inh	NR1D1 modulator	PLC-gamma1 inh	Tn7 DDE FP	proKLK7 act	DDE Tn6 FP inh	UHRF1 binding	PLC-beta3 inh	sPLA2-III inh
O=C(Nc1cnccn1)Nc1ccccc1Cl	2	-14	1	3	2	-0.3	0	-2	8	1
O=C(NCCN1CCOCC1)/C(=C/c1ccc(F)cc1)NC(=O)c1ccccc1	3	3	-2	-2	5	-0.5	1	5	-4	-3
O=C(CN(C(=O)c1ccc(Cl)cc1)N1C(=O)C2CCCCC2C1=O)c1ccc(Cl)cc1 (stereo not drawn)	5	17	4	1	9	0.7	-5	0	0	2
COc1ccc(OCC(=O)N2c3ccccc3CC2C)c([N+](=O)[O-])c1 (stereo not drawn)	0	2	2	9	-6	0.2	-5	0	3	3
CCCCN1C(=O)/C(=C2/Sc3ccccc3N2C)S/C1=N\c1ncn[nH]1	1	3	72*	0	-1	0.1	1	2	-2	-2
COc1cccc(CN(C)C(=O)c2ccc(COc3ccc(Cl)cc3)cc2)c1OC	-1	4	-4	-4	3	0.3	2	-1	-6	-12
CC1(C(=O)Nc2ccc3c(c2)OCCO3)CCC(=O)N1C1CCN(Cc2ccccc2)CC1 (stereo not drawn)	10	13	0	0	5	0.7	-8	-1	4	1
CCCSc1ccc([C@@H]2[C@H]3C(=O)N(CC)C(=O)[C@H]3[C@]3(C(=O)OC)CCCN23)cc1	8	0	-4	-1	4	-0.2	11	4	-3	-6
COc1ccc(C(=O)CSc2nnc(-c3cc(C)cc(C)c3)o2)cc1	-12	-5	2	1	7	0.5	-6	-1	1	-33
CC(C)CNC(=O)N[C@@H](CC(C)C)C(=O)O	7	0	-2	0	4	0.1	0	-1	-4	3
CCCCn1c(N)c(C(=S)NC(=O)CC(C)(C)C)c(=O)n(C)c1=O	0	-16	-4	-1	4	0.0	-1	-3	-1	18
O=C(CCN1CCC(c2cccs2)=N1)c1cccs1	-1	4	1	-14	2	-0.3	-1	-2	-25	-4
Cc1ccc(OC(C)C(=O)Nc2ccncc2)cc1C (stereo not drawn)	-3	0	4	-3	12	1.0	1	-1	-4	3
